Eya2 phos inh: inhibitors of human Eya2 phosphatase activity; recombinant Eya2, OMFP fluorescence dephosphorylation (OMFP is methylfluorescein phosphate); Potency, µM (top dose mostly 76.9 µM), for inactives: at the highest dose activity, negative = inhibition, most hits filed as inhibitors; 0.006% of 330,000 active; AID 488837; further: potency means the concentration at half of the fitted maximal effect
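Eya2 (0.2 uM) preincubated 10 min at ambient with compound, then OMFP substrate added at 50 uM; 10 min reaction in 50 mM HEPES pH 7.5, 50 mM NaCl, 5 uM MgCl2, 0.05% BSA, 1 mM DTT. Fluorescence read at Ex 485/Em 525 nm.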
Chronic BCR inh: chronic active BCR signaling inhibition | ABC-DLBCL IkBa-CBG/CBR reporter, luminescence ratio, 4 h | Potency, µM (series often up to 46.1 µM), for the others: top-dose ratio change, negative = lower green/red ratio, actives largely listed as inhibitors | 0.05% of 340,000 active | AID 493014; active means well fitted inhibition curve with a large enough effect in the signal ratio, with a control signal flat, not every such curve was filed as active; inconclusive means small, poorly fitted or top-dose-only effect, or effect the other way, or a change in a side signal; the % refers to the signal ratio;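 further: potency means the concentration at half of the fitted maximal effect; plate controls were basal doxycycline-induced cells for no effect and cells given 10 µM MG132 for full effect; MG132 reads +100%, hits lower the ratio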
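TMD8 human ABC-DLBCL cells with doxycycline-inducible IκBα–green luciferase fusion and unfused red luciferase, in 0.5% FBS medium; compounds up to 46 uM, 4 h at 37C. Green/red luminescence ratio, filter-overlap corrected, fitted to concentration-response curves.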
PKM2 act: increases activity of human pyruvate kinase M2; P14618; purified PKM2, Kinase-Glo ATP luminescence, activation; response scale: 0% is enzyme alone, no compound; Potency, µM (doses to about 57.5 µM), without a hit: top-dose activation, most hits filed as activators; 0.34% of 260,000 active; AID 1631; further: potency means the concentration at half of the fitted maximal effect; nearly all actives have a fitted effect of over 55% in size
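ATP formation by purified human PK-M2, quantified via coupled luciferase luminescence after 1 h at room temperature with 0.1 mM ADP and 0.5 mM PEP final.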
KCNH2 3.1 inh: inhibitors of human KCNH2 3.1 potassium channel isoform | 0.95% of 340,000 active | activity change, % (tested at about 1.8 µM) | AID 720553 | U2OS KCNH2 3.1, thallium flux FluxOr; active compounds read low;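 active means maximum activity change below -70%; inconclusive means maximum activity change from -70% to -50%; inactive means maximum activity change above -50%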;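 further: thallium influx rate constant from kinetic fluorescence after stimulation buffer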
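U2OS cells transduced with KCNH2 3.1 mutant virus (1.77 x 10^8 /mL, 4 h), plated overnight at 37 C, loaded 45 min with FluxOr dye plus Red40 quencher. Thallium flux rate constant from kinetic reads after stimulation buffer, normalised to controls.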
B2AR arrestin: agonists driving beta-arrestin recruitment to human beta2-adrenergic receptor; Potency, µM (top dose mostly 46.1 µM), without a hit: top-dose activation, usual class: activators; AID 492947; beta-arrestin recruitment to beta2AR, cell-based reporter; 0.02% of 330,000 active;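 further: potency means the concentration at half of the fitted maximal effect; 0% = DMSO controls and full agonism = EC100 isoproterenol or metaproterenol; nearly all actives have a fitted effect of over 65% in size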
Giardia kill: Giardia lamblia killing; Giardia lamblia trophozoite viability; AID 540267; 0.15% of 340,000 active; activity change, % at 7.66 µM, hits read low; in the data active means activity change below about -80%; inconclusive means between about -30% and that limit;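 further: parasites exposed to compound for two days anaerobically before the ATP read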
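Luminescence from cellular ATP indicates surviving trophozoites (100 cells/well) following 48 hrs anaerobic compound treatment at 37 deg C; signal develops 15-30 min at room temperature.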
KCNH2 WT inh: blocks the wildtype human KCNH2 potassium channel | Q12809 | 0.37% of 340,000 active | U2OS, BacMam KCNH2, thallium flux FluxOr; active compounds read low | activity change, % at 1.84 µM;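 active means maximum activity change below -70%; inconclusive means maximum activity change between -70% and -50%; inactive means maximum activity change above -50%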
Target sequence (Q12809 whole entry, looked up): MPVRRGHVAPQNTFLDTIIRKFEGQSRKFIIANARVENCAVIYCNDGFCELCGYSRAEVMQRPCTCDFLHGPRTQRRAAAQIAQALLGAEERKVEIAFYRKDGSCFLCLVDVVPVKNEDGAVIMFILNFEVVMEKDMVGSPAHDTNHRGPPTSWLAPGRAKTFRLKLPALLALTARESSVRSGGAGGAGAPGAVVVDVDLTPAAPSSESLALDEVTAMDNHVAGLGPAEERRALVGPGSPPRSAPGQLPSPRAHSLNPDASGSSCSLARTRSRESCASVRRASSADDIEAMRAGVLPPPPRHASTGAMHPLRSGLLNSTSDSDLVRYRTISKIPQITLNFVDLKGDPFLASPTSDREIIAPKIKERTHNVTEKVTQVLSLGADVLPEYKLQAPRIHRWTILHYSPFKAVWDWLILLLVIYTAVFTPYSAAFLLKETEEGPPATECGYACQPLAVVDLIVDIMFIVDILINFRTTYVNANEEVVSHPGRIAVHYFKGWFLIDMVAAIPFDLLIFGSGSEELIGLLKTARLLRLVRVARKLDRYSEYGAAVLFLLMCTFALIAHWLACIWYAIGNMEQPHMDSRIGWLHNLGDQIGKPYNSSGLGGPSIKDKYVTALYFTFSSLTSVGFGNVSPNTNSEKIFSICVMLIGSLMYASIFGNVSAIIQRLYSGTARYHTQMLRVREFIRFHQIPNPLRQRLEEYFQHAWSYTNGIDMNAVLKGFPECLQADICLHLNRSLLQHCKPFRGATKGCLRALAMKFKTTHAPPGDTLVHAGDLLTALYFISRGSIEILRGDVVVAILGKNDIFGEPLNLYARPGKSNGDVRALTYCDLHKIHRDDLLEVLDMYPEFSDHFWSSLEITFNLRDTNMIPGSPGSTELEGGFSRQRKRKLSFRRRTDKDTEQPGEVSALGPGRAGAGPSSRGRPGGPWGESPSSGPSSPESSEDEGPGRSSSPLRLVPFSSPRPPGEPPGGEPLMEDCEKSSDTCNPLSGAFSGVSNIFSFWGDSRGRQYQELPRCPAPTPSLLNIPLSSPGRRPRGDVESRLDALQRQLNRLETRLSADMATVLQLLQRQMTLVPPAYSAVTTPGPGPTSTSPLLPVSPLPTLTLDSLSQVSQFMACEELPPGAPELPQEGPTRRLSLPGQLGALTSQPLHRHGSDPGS
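U2OS cells were transduced with wild-type KCNH2 virus (2.03 x 10^8 / mL) for 4 h at room temperature, then cultured overnight at 37 C. Thallium flux was read with FluxOr dye. Rate constants were normalized to DMSO controls.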
USP2a block: USP2a (human) protease inhibition | O75604 | USP2 core, Ub-CHOP2 coupled fluorogenic reporter, 485/531 | Potency, µM (series often up to 38.3 µM), for inactives: top-dose activity change, negative = inhibition, usual class: inhibitors | 0.01% of 330,000 active;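 further: potency means the concentration at half of the fitted maximal effect; plate controls were DMSO wells for no effect and full inhibition by NEM control for full effect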
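Deubiquitinase activity read as fluorescence (485/531 nm) after Ub-CHOP2 cleavage activates the enterokinase reporter on its substrate; USP2 core 10nM, Ub-CHOP2 and substrate 25nM each, 30min compound preincubation then 60min RT; data normalized to NEM, curves fitted.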
FBPA coupling cs: counter-screen for Giardia aldolase inhibitors: coupling enzyme system | coupling enzyme system counterscreen, AmpLite Red fluorescence | activity change, negative = inhibition, % at 58.2 µM, hits read low | 0.67% of 290,000 active | AID 2472; in the data active means activity change below about -30%
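Compounds tested against the coupling enzymes alone at 57.5 uM final; readout was AmpLite Red fluorescence (525/598 nm) after 20 min at RT.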
GALK inh: blocks human galactokinase activity; P51570; Purified GALK, Kinase-Glo residual ATP luminescence; Potency, µM (series often up to 57.5 µM), without a hit: top-dose activity change, negative = inhibition, hits mostly inhibitors; 0.007% of 270,000 active; AID 1868; further: potency means the concentration at half of the fitted maximal effect
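The enzyme phosphorylates galactose (100 uM) using ATP (35 uM); inhibition is detected as higher residual ATP, quantified by bioluminescence after 1 h reaction at room temperature, pH 8.0.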
uPA surface inh: blocks generation of uPA at the cell surface. Potency, µM (highest dose often 38.3 µM), for the others: at the top dose activity change, negative = inhibition, most hits filed as inhibitors. cell surface uPA generation assay, qHTS. 0.31% of 330,000 active; active means well fitted inhibition curve with a large enough effect; inconclusive means small, poorly fitted or top-dose-only effect; inactive means no such curve, though single readings can be large or run the other way; tested in mouse RAW 264.7 cells; further: potency means the concentration at half of the fitted maximal effect; nearly all actives have a fitted effect of over 55% in size
* = called active by the depositor; [ ] = dose if it differs, or a comment. Unless noted, the call rests on the fitted dose curve; in most records, active means well fitted curve in the direction sought with a large enough effect; inconclusive means small, poorly fitted or top-dose-only effect, or another doubt; inactive means no such curve, though single readings can be large; an effect the other way counts as inactive or inconclusive. Unless noted, on the % scale 0 is the no-effect control and ±100 the full control effect.

Screening CCOC(=O)CNC(=O)CSc1nc(-c2ccc(C)cc2)ns1 returned Eya2 phos inh -1%, Chronic BCR inh -11%, PKM2 act -4%, KCNH2 3.1 inh 1, B2AR arrestin -0.1%, Giardia kill 23, KCNH2 WT inh -13, USP2a block -5%, FBPA coupling cs 0, GALK inh 4% and uPA surface inh -5%.
Screening COc1cccc(C(=O)n2cnnc2N)c1OC returned Eya2 phos inh 12%, Chronic BCR inh inconclusive, PKM2 act -4%, KCNH2 3.1 inh -7, B2AR arrestin -0.3%, Giardia kill 10, KCNH2 WT inh -12, USP2a block -2%, FBPA coupling cs 0 and GALK inh 0%.
Screening CCOC(=O)c1cc(NC(=O)C2C3CCC(O3)C2C(=O)O)cc(C(=O)OCC)c1 (stereo unspecified) returned Eya2 phos inh 8%, Chronic BCR inh 20%, PKM2 act -22%, KCNH2 3.1 inh -1, B2AR arrestin 2.5%, Giardia kill -6, KCNH2 WT inh -16, USP2a block -1%, FBPA coupling cs -4, GALK inh 3% and uPA surface inh inconclusive.
For C=CCN1CCN(C(CC(C)C)c2nnnn2CCOC)CC1 (stereo unspecified) the results were Eya2 phos inh 4%, Chronic BCR inh 2%, PKM2 act 1%, KCNH2 3.1 inh 2, B2AR arrestin -0.2%, Giardia kill 20, KCNH2 WT inh 6, USP2a block -1%, FBPA coupling cs 0, GALK inh 7% and uPA surface inh 8%.
For COC(=O)COc1cccc(-n2cnnn2)c1 the results were Eya2 phos inh -4%, Chronic BCR inh -2%, PKM2 act 2%, KCNH2 3.1 inh -4, B2AR arrestin -0.1%, Giardia kill 8, KCNH2 WT inh 3, USP2a block 1%, FBPA coupling cs 4 and GALK inh 5%.
Screening COc1cc2cc(CN(CCO)S(=O)(=O)c3ccccc3)c(=O)[nH]c2cc1OC returned Eya2 phos inh 1%, Chronic BCR inh -8%, PKM2 act 0%, KCNH2 3.1 inh -9, B2AR arrestin 0.2%, Giardia kill 26, KCNH2 WT inh 1, USP2a block 0%, FBPA coupling cs 1, GALK inh -1% and uPA surface inh -1%.
For O=C(Nc1ccc2nc(-c3ccco3)c(-c3ccco3)nc2c1)N1CCN(c2ccccn2)CC1 the results were Eya2 phos inh 6%, Chronic BCR inh inconclusive, PKM2 act inconclusive, KCNH2 3.1 inh 2, B2AR arrestin 0.0%, Giardia kill -20, KCNH2 WT inh 5, USP2a block inconclusive, FBPA coupling cs -41*, GALK inh -1% and uPA surface inh -6%.
CCOc1ccc(C(=O)NCCC(=O)N2CCC3(CC2)NCCc2[nH]cnc23)cc1OCC was read as Eya2 phos inh 5%, Chronic BCR inh -4%, KCNH2 3.1 inh 5, B2AR arrestin 0.0%, Giardia kill -7, KCNH2 WT inh -1, USP2a block 4%, GALK inh 6% and uPA surface inh -1%.
O=C(CSCc1c(Cl)cccc1Cl)NN1C(=O)c2ccccc2C1=O was read as Eya2 phos inh -23%, Chronic BCR inh -14%, PKM2 act -3%, KCNH2 3.1 inh 11, B2AR arrestin 0.2%, Giardia kill -3, KCNH2 WT inh 3, USP2a block -3%, FBPA coupling cs 3 and GALK inh -1%.
Screening COc1cccc(CN(C)C(=O)c2ccc(NS(=O)(=O)c3ccc(F)cc3)cc2)c1OC returned Eya2 phos inh 2%, Chronic BCR inh 9%, KCNH2 3.1 inh -3, B2AR arrestin -0.3%, Giardia kill 10, KCNH2 WT inh -1, USP2a block 0% and uPA surface inh 2%.
`CC1(C(=O)c2ccccc2)C2c3c(ccc4ccccc34)OC(=O)C21C(=O)N1CCOCC1` (stereo unspecified) gave Eya2 phos inh 5%, Chronic BCR inh 1%, PKM2 act -6%, B2AR arrestin -0.5%, Giardia kill 1, KCNH2 WT inh -11, USP2a block 6%, FBPA coupling cs 5, GALK inh 3% and uPA surface inh 9%.
For COc1ccc(C(C#N)(CC(=O)O)c2cnccn2)cc1OC (stereo unspecified) the results were Eya2 phos inh 29%, Chronic BCR inh inconclusive, KCNH2 3.1 inh 11, B2AR arrestin 0.0%, Giardia kill -10, KCNH2 WT inh -1, USP2a block 1% and uPA surface inh 6%.

2 successive records already listed:
Screening CCOC(=O)CNC(=O)CSc1nc(-c2ccc(C)cc2)ns1 returned Eya2 phos inh -1%, Chronic BCR inh -11%, PKM2 act -4%, KCNH2 3.1 inh 1, B2AR arrestin -0.1%, Giardia kill 23, KCNH2 WT inh -13, USP2a block -5%, FBPA coupling cs 0, GALK inh 4% and uPA surface inh -5%.
Screening COc1cccc(C(=O)n2cnnc2N)c1OC returned Eya2 phos inh 12%, Chronic BCR inh inconclusive, PKM2 act -4%, KCNH2 3.1 inh -7, B2AR arrestin -0.3%, Giardia kill 10, KCNH2 WT inh -12, USP2a block -2%, FBPA coupling cs 0 and GALK inh 0%.

Next compounds:
For COc1ccc(CCNC(=O)COC(=O)CCC(=O)c2cccs2)cc1OC the results were Eya2 phos inh 2%, Chronic BCR inh 0%, KCNH2 3.1 inh -14, B2AR arrestin 0.0%, Giardia kill -9, KCNH2 WT inh -4, USP2a block -6% and uPA surface inh -4%.
Screening N#Cc1c(N)c(C(=O)c2ccc(Br)cc2)n2c1CCC2 returned Eya2 phos inh 0%, Chronic BCR inh 0%, PKM2 act -2%, KCNH2 3.1 inh 12, B2AR arrestin -3.5%, Giardia kill 2, KCNH2 WT inh 1, USP2a block 2%, FBPA coupling cs 2, GALK inh 4% and uPA surface inh 8%.
For Cc1ccc2nc(S(=O)(=O)O)[nH]c2c1 the results were Eya2 phos inh -4%, Chronic BCR inh inconclusive, PKM2 act 0%, KCNH2 3.1 inh 3, B2AR arrestin -0.4%, Giardia kill 30[activator], KCNH2 WT inh 3, USP2a block 1%, FBPA coupling cs 1 and GALK inh 6%.
`O=C(NCCc1ccccc1)c1n[nH]c2ccccc12` gave Eya2 phos inh 8%, Chronic BCR inh inconclusive, PKM2 act 6%, KCNH2 3.1 inh 6, B2AR arrestin -0.1%, Giardia kill -1, KCNH2 WT inh 11, USP2a block 0%, FBPA coupling cs -1, GALK inh 4% and uPA surface inh 3%.
For Brc1cccc(-c2cnco2)c1 the results were Eya2 phos inh -4%, Chronic BCR inh inconclusive, PKM2 act -8%, KCNH2 3.1 inh -34, B2AR arrestin 2.7%, Giardia kill -10, KCNH2 WT inh 0, USP2a block -2%, FBPA coupling cs 0, GALK inh 0% and uPA surface inh 1%.
COc1cccc(CN2CC(O)=C(c3nc(-c4ccc(Cl)cc4)cs3)C2=N)c1 was read as PKM2 act -6%, KCNH2 3.1 inh 2, Giardia kill 0, KCNH2 WT inh 11, FBPA coupling cs -3, GALK inh 1% and uPA surface inh 1%.
CCSc1nnnn1-c1ccccc1 was read as Eya2 phos inh 38%, Chronic BCR inh 3%, PKM2 act 7%, KCNH2 3.1 inh -1, B2AR arrestin 3.4%, Giardia kill -19, KCNH2 WT inh 22, USP2a block -2%, FBPA coupling cs 0, GALK inh 1% and uPA surface inh 5%.
COc1ccccc1CNC(=O)c1ccc(CS(=O)Cc2cccc(Cl)c2)o1 (stereo unspecified) was read as Eya2 phos inh -2%, Chronic BCR inh -3%, KCNH2 3.1 inh 13, B2AR arrestin 0.2%, Giardia kill 45[activator], KCNH2 WT inh -19, USP2a block 2%, GALK inh -3% and uPA surface inh 6%.
`COC(=O)c1cn(-c2ccccc2)nc1C(=O)OC` gave Eya2 phos inh -8%, Chronic BCR inh -1%, PKM2 act -1%, KCNH2 3.1 inh 12, B2AR arrestin -0.9%, Giardia kill 1, KCNH2 WT inh 10, USP2a block -1%, FBPA coupling cs -1, GALK inh 0% and uPA surface inh -3%.
Screening CCC(=O)Nc1nnc(SCC(=O)c2ccc3c(c2)Cc2ccccc2-3)s1 returned Eya2 phos inh 10%, Chronic BCR inh inconclusive, PKM2 act -11%, KCNH2 3.1 inh 15, B2AR arrestin -1.1%, Giardia kill 6, KCNH2 WT inh 0, USP2a block -3%, FBPA coupling cs 1, GALK inh 2% and uPA surface inh -4%.
For Cc1c(/C=N/NC(N)=O)c2ccccn2c1C(=O)c1ccc(F)cc1 the results were Eya2 phos inh 2%, Chronic BCR inh -1%, PKM2 act 2%, KCNH2 3.1 inh -14, B2AR arrestin -2.0%, Giardia kill -4, KCNH2 WT inh -3, USP2a block -2%, FBPA coupling cs -16, GALK inh 0% and uPA surface inh 1%.
N#CC1=C(N)Oc2cc(Nc3ccccc3)ccc2C1c1ccncc1 (stereo unspecified) was read as Eya2 phos inh 4%, Chronic BCR inh inconclusive, PKM2 act 0%, KCNH2 3.1 inh -4, B2AR arrestin 0.1%, Giardia kill 4, KCNH2 WT inh -8, USP2a block -6%, FBPA coupling cs 1, GALK inh 4% and uPA surface inh 13%.
For O=C(O)C(O)c1ccco1 (stereo unspecified) the results were Eya2 phos inh 6%, Chronic BCR inh -3%, PKM2 act inconclusive, KCNH2 3.1 inh 1, B2AR arrestin -0.4%, Giardia kill 12, KCNH2 WT inh 2, USP2a block 2%, FBPA coupling cs 0, GALK inh 1% and uPA surface inh 6%.

High-throughput results as filed in PubChem.
